# NPR1 activator = GC-A (human) enzyme activation; P16066; activation, % at 10 µM; 0.14% of 370,000 active; HEK293 GC-A cells, cGMP TR-FRET, EC30 ANP; 0% at EC30 ANP, 100% saturating ANP; in the data active = activation above about 40%
# ssDAF12 agonist = activators of S. stercoralis DAF-12 nuclear receptor | HEK293 ssDAF-12/GRIP1 lit1-tk-luc reporter, luminescence; % of 3 µM dafachronic acid response | activation, % at 6.8 µM | 1% of 370,000 active | AID 652126;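 active = activation above the mean over all tested compounds plus 3 SD, cut at about 0.9% in these data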;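 note: 0% = DMSO-only wells and 100% = 3 µM delta7-dafachronic acid wells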
# DAX1 inh-1 = inhibitors of DAX1 repression of SF-1 activated StAR promoter. HEK293T StAR-luciferase reporter, SF-1/DAX-1 repression relief. inhibition, % at 6.8 µM. 1.1% of 370,000 active. AID 652010;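 active = inhibition above the mean over all tested compounds plus 3 SD, cut at about 3.6% in these data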;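 note: 0% = DAX-1 cells with DMSO and 100% = cells lacking DAX-1 with DMSO; higher inhibition means more luminescence from relief of DAX-1 repression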
# ADAM17 inh = ADAM17 inhibition, QFRET primary screen. P78536. 0.83% of 370,000 active. recombinant ADAM17, EDANS/DABCYL FRET peptide cleavage. inhibition, % at 6.95 µM;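 active = inhibition above the mean of compounds lying between control limits plus 3 SD, set per campaign, cut at about 8.5% in these data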;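 note: 0% = DMSO-only wells as the low control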
# Target sequence (P78536 215-824 limits assumed): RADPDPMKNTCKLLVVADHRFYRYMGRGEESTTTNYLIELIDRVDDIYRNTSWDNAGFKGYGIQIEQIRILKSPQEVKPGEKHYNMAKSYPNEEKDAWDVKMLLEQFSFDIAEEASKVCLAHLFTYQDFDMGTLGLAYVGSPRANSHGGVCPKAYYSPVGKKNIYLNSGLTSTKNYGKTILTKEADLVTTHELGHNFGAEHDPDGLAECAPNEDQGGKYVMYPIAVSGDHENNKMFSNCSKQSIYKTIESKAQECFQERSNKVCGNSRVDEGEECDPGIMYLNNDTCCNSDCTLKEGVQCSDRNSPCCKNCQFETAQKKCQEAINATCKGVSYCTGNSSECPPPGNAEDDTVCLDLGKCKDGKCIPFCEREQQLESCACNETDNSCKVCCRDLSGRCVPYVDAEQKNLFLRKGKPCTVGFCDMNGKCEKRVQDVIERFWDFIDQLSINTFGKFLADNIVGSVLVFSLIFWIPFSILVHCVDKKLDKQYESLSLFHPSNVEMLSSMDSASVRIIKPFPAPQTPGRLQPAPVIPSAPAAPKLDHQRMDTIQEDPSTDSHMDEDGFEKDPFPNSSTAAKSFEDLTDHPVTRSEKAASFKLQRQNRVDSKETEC
# GAA850 FXN act = activators of GAA850 frataxin (FXN) promoter; 0.56% of 360,000 active; AID 540364; activation, % at 6 µM; HEK293 lucGAA850 FXN promoter luciferase reporter, 24 h; percent of 10 µM SAHA response;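 active = activation above the average of all compounds screened plus 3 SD, cutoff fixed separately per campaign, cut at about 7.5% in these data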;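 note: 0% = DMSO wells and 100% = 10 µM SAHA wells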
# hgDAF-12 ag = hgDAF-12 agonism, primary luciferase screen. activation, % at 6.8 µM. HEK293 GAL4-hgDAF12 UAS-luciferase reporter, agonist luminescence; normalized to butyrate control. 1.8% of 370,000 active. AID 687014;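 active = activation above a cutoff set at the mean of all screened compounds plus 3 SD, cut at about 10% in these data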;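 note: 0% = DMSO wells and 100% = sodium butyrate wells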
# hcDAF12 agonist = H. contortus DAF-12 activation, primary screen; HEK293 hcDAF-12 lit1-tk-luc reporter, luminescence; 0% DMSO, 100% Δ7-dafachronic acid; activation, % at 6.8 µM; 1.4% of 370,000 active; AID 652067;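 active = activation above the mean of all tested compounds plus 3 SD, cut at about 5.5% in these data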;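 note: 100% = response to 3 µM Δ7-dafachronic acid high control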
# PG9 Ab binder = PG9 antibody binding by small molecule; AID 624416; inhibition, % at 6.7 µM; TR-FRET gp120-PG9 antibody binding; 0.43% of 360,000 active; in the data active = inhibition above about 8.5%
# SMARCA2 act = increases SMARCA2 function in MMTV reporter cells; 1% of 370,000 active; MG213 cells, MMTV-luciferase reporter, dexamethasone, overnight; activation, % at 9.1 µM; in the data active = activation above about 7.8%;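 note: 0% = vehicle wells and 100% = reference activator wells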
# DAX1 inh-2 = NR0B1 (DAX1) inhibition | HEK293 Gal4-DAX1 luciferase reporter, luminescence | inhibition, % at 6.75 µM | 0.99% of 340,000 active | AID 504766;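 active = inhibition above the mean over all tested compounds plus 3 SD, cut at about 4.2% in these data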;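 note: 0% = DAX1-transfected cells with DMSO and 100% = empty-vector control cells with DMSO; inhibition shows as a rise in luminescence from relieved DAX1 repression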
# Target sequence (P51843 207-470 limits assumed): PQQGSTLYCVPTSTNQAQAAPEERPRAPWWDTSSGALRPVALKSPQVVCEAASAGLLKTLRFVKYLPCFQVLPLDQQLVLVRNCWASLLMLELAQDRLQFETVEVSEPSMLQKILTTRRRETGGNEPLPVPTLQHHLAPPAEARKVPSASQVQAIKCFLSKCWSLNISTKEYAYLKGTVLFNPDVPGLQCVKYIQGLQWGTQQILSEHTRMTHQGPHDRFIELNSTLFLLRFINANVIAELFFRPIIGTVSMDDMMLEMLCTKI
# ADAM10 inh = inhibits human ADAM10 | inhibition, % at 7 µM | recombinant ADAM10, EDANS/DABCYL FRET peptide cleavage, 3 h | 0.62% of 370,000 active | O14672;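 active = inhibition above a per-campaign cutoff equal to the mean of compounds falling between control-based bounds plus 3 SD, cut at about 20% in these data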;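 note: 0% = DMSO wells while the 100% control is not disclosed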
# * hit, by the source's call; i = inactive; x = no result given.
item	mol	NPR1 activator	ssDAF12 agonist	DAX1 inh-1	ADAM17 inh	GAA850 FXN act	hgDAF-12 ag
1	CCN(c1ccc(NC(=O)CSCc2c(C)noc2C)cc1)C(C)C	-1	-1.0	-2.1	-5	0.1	1.1
2	O=C(O)C1CCN(S(=O)(=O)N2CCOCC2)CC1	4	-1.2	-0.7	3	2.4	-0.6
3	Cn1c(=O)cc(SCC(=O)N2CCCC2)c2ccc(Cl)cc21	-6	-1.1	-0.7	-10	-0.9	0.3
4	CCCCCC(=O)OCCc1c(C)nc2nc[nH]n2c1=O	0	-1.4	0.4	2	0.7	1.1
5	COCCOC(=O)C1=C(C)NC(=O)NC1c1ccc(Cl)cc1 (configuration not stated)	-4	-1.9	-0.2	-1	-0.8	-3.7
6	C[C@H](CCC(=O)O)[C@H]1CC[C@H]2[C@@H]3C(=O)C[C@@H]4CC(=O)CC[C@]4(C)[C@H]3CC(=O)[C@]12C	5	-1.5	0.6	-4	2.5	-2.5
7	COc1ccc2c(c1OC)OCC2C (configuration not stated)	-14	-0.8	-0.3	-6	0.0	-1.9
8	O=C(/C(=C(\O)c1ccccc1)c1ncc[nH]1)c1ccccc1	1	-0.3	-0.3	0	1.7	-0.2
9	CC(C)CCNC(=O)C1CCC(=O)N1CCc1ccccc1 (configuration not stated)	-1	-0.1	0.1	4	0.2	1.1
10	COc1cccc(C(NC(C)=O)c2nc(-c3cccs3)cs2)c1 (configuration not stated)	0	-0.9	0.1	0	-0.5	0.9
11	CCN1CCN(C(=S)NCCc2ccccc2)CC1	-1	-0.7	0.2	0	6.0	3.4
12	COc1cccc(C(NC(C)=O)c2nc(-c3ccc4ccccc4c3)cs2)c1 (configuration not stated)	-1	-1.3	0.1	12*	0.3	-1.5
13	CC(=O)c1cccc(NC2c3ccccc3C(=O)N2Cc2ccco2)c1 (configuration not stated)	-2	-1.3	-0.4	-4	2.0	0.7
14	O=C(Oc1ccc(-c2csnn2)cc1)C1CC1	2	0.0	0.4	3	-1.2	1.9
15	CCOC(=O)c1c(-c2ccccc2)csc1NC(=O)CSc1nc(C)cc(C)n1	6	-1.6	-0.7	3	5.0	-2.2

item	hcDAF12 agonist	PG9 Ab binder	SMARCA2 act	DAX1 inh-2	ADAM10 inh
1	-0.1	-1.4	-1	-0.3	-11
2	-1.7	1.9	-2	-0.6	-25
3	-2.1	-4.8	-4	0.2	-15
4	-0.5	-1.6	3	2.3	1
5	-1.3	-0.2	1	1.3	2
6	0.4	-1.3	-6	0.7	-3
7	-1.8	-0.8	1	0.4	-23
8	-0.2	0.6	-2	3.8	0
9	-0.8	-0.3	1	0.3	0
10	-1.0	-0.2	0	x	-3
11	1.5	0.3	3	0.8	4
12	-1.6	-0.4	-4	x	13
13	-2.9	-1.3	0	-2.0	8
14	0.7	0.1	1	3.6	-4
15	-3.2	-4.0	-6	-0.8	18

# The results go on:
item	mol	NPR1 activator	ssDAF12 agonist	DAX1 inh-1	ADAM17 inh	GAA850 FXN act	hgDAF-12 ag
16	C/C(O)=C(/C=NCC(=O)O)C(=O)Nc1nccs1	7	-0.7	0.0	-6	1.0	3.8
17	O=C(NC(C(=O)O)c1ccccc1)c1ccccc1 (configuration not stated)	3	-1.4	0.1	-2	0.1	2.3
18	CS(=O)(=O)N1CCN(c2c(Cl)cccc2[N+](=O)[O-])CC1	-2	-1.8	-0.5	-1	-0.5	-1.4
19	CC(C)COC(=O)Nc1nnc(Cc2ccccc2)s1	9	-1.0	1.5	-1	5.8	3.7
20	Cn1ccnc1SCC(=O)c1cccc(Br)c1	-2	-1.8	0.4	7	3.4	2.7
21	CC(=O)COc1ccc2c3c(c(=O)oc2c1)CCCC3	3	-1.3	-0.9	-128	2.1	1.4
22	CC(NC(=O)CSc1nc2ccc(N)cc2s1)c1ccccc1 (configuration not stated)	-3	-1.3	-0.8	-2	-1.2	-2.0
23	CCCCSCc1nc2nc(Cl)c(Cl)nc2[nH]1	0	-0.6	-0.8	-7	-0.2	1.8
24	CC1(c2ccccc2Cl)NC(=O)N(CC(=O)N2CCc3ccccc32)C1=O (configuration not stated)	3	-0.5	-0.9	-5	-0.9	0.1
25	NC(=S)N/N=C/c1ccc2cccc(OCc3ccccc3)c2n1	12	-1.0	-0.6	-250	0.2	-4.5
26	C=CCn1c(=O)c2ccccc2n2c(Sc3nnnn3-c3ccccc3)nnc12	0	-1.3	-0.2	-4	1.0	1.0
27	CC1(C)Oc2cc3oc(=O)ccc3c3c2C2C1CCC(C)(O3)C2O (configuration not stated)	4	-0.7	-0.9	-200	0.0	-1.3
28	Cn1c(SCc2ccc(F)cc2)nnc1-c1cnccn1	4	-0.5	0.0	-1	1.7	2.2
29	Cn1c2ccccc2c2cc(/C=N/NC(=O)c3ccc(N)cc3)ccc21	-11	-0.9	-1.0	-67	-1.0	1.5
30	O=C(CSc1ccccn1)N1CCc2ccccc21	5	0.0	6.9*	-4	5.1	16*

item	hcDAF12 agonist	PG9 Ab binder	SMARCA2 act	DAX1 inh-2	ADAM10 inh
16	-1.2	0.3	2	0.7	-9
17	-1.6	-0.9	0	0.2	4
18	1.4	0.5	0	3.4	2
19	0.8	-1.5	3	1.3	3
20	-1.4	-0.5	-2	1.5	10
21	-1.2	-2.4	-2	-0.4	-436
22	2.4	0.2	0	-0.1	6
23	-0.2	1.9	-6	0.8	-27
24	0.3	0.3	-4	0.3	3
25	-0.7	0.7	0	-1.9	i
26	-0.6	0.7	1	-1.5	-2
27	0.0	0.1	0	x	i
28	0.7	-0.2	-3	1.2	-5
29	-0.4	0.5	1	1.6	-218
30	1.7	1.5	6	0.9	-4

# Later entries:
item	mol	NPR1 activator	ssDAF12 agonist	DAX1 inh-1	ADAM17 inh	GAA850 FXN act	hgDAF-12 ag
31	O=C1CN(C(=O)CSc2nc3cc(Cl)ccc3c(=O)n2Cc2ccccc2)c2ccccc2N1	-34	-1.0	0.2	-5	0.9	1.8
32	C=CCn1c(SCC(=O)NC2(C)CCS(=O)(=O)C2)nc2ccccc21 (configuration not stated)	0	-1.4	-0.3	-2	1.1	1.9
33	CCN(C(=O)C(=O)c1c[nH]c2ccccc12)c1ccccc1	-8	-0.7	-0.6	0	0.9	-1.0
34	O=C(/C(=C/c1ccccc1)c1ccccc1)N1CCCCC1	-4	-1.4	-0.3	1	1.6	-2.1
35	Cc1cc(Nc2ccc(F)cc2C)n2nc(C)nc2n1	-1	-0.6	0.2	-2	0.7	-2.3
36	CCCn1c(SCC(=O)Nc2ccc(C)c(S(=O)(=O)N3CCOCC3)c2)n[nH]c1=O	1	-1.4	-0.4	-1	-0.7	-0.8
37	CCOc1ccc2nc(NC(=O)CN3CCC(n4nnc5cc(C(F)(F)F)ccc54)CC3)sc2c1	-3	-1.3	-0.5	0	2.9	-1.1
38	Cc1ccc(C)c(NC(=O)Cn2nc([N+](=O)[O-])c(Br)c2C)c1	-2	-0.9	-0.2	-2	-3.2	-0.5
39	COc1ccccc1NS(=O)(=O)c1ccc(OC)c(OC)c1	2	-1.3	-0.7	-2	-1.6	-0.2
40	CCOc1ccccc1N1CCN(C(=O)CN2C(=O)NC3(CCCC3)C2=O)CC1	2	-0.8	-2.0	-4	1.8	0.4
41	O=C(CSc1nc(-c2ccccc2)nc2ccccc12)Nc1cccc(C(=O)O)c1	4	-0.7	0.0	-4	1.6	-1.0
42	COc1cccc(C(=O)Nc2cc(C)c3c(=O)oc4ccccc4c3n2)c1	-8	-0.5	1.4	-3	-0.7	1.9
43	CC(=O)C1=C(S(=O)(=O)c2ccc(C)cc2)CS(=O)(=O)C1	27	-0.6	0.3	-3	3.7	-4.2
44	Cc1cccc(C(=O)N2CCCC(Nc3ccc(F)c(F)c3)C2)n1 (configuration not stated)	3	-1.2	-2.4	-3	1.7	-0.8
45	Cn1c(-c2ccc(F)cc2)cnc1NCc1ccc(C#N)cc1	3	-1.1	-0.2	-7	3.6	-1.0

item	hcDAF12 agonist	PG9 Ab binder	SMARCA2 act	DAX1 inh-2	ADAM10 inh
31	0.1	-0.7	-1	1.0	7
32	-0.7	-1.2	-2	0.1	0
33	3.7	-0.8	-1	-1.2	5
34	-0.6	-1.1	-2	-0.1	-3
35	-0.9	-1.5	1	1.4	-7
36	-1.1	-0.1	-1	-0.9	-1
37	0.7	0.3	0	0.1	-11
38	0.1	-0.5	-3	1.3	-6
39	-1.0	-0.8	1	0.9	1
40	0.5	-2.1	0	1.8	-4
41	-0.5	16*	5	x	0
42	0.6	-0.4	0	1.4	-15
43	0.9	0.2	9.1*	0.3	-7
44	-0.8	0.3	-2	-1.1	-17
45	-1.4	0.3	-4	0.1	-5

# Carrying on:
item	mol	NPR1 activator	ssDAF12 agonist	DAX1 inh-1	ADAM17 inh	GAA850 FXN act	hgDAF-12 ag
46	CC(NO)C(C)(C)NO (configuration not stated)	4	-1.3	-0.4	1	-1.2	1.1
47	COc1ccccc1NC(=S)N(Cc1cccnc1)Cc1ccccc1Cl	-12	-1.1	0.3	-3	0.4	1.2
48	C=CCNC(=O)CSc1nnc(-c2cccc(S(=O)(=O)N3CCOCC3)c2)o1	0	-0.9	0.2	-2	-1.0	5.6
49	CCCCCC(=O)Nc1cc(S(=O)(=O)N2CCCCC2)ccc1N1CCCCC1	0	-0.9	0.6	2	0.8	-1.1
50	Cc1sc2c(c1C)CN(C(C)(C)C)CN2C(=O)c1ccccc1	0	0.8	1.5	1	6.8	8.9
51	O=C(COC(=O)CC1CC2CCC1C2)Nc1cccc(S(=O)(=O)NC2=NCCCCC2)c1 (configuration not stated)	4	-1.6	-1.8	0	0.7	0.8
52	CC(C)CNc1ncnc2c1cnn2Cc1ccccc1Cl	2	-1.3	-0.7	-3	-1.1	-4.1
53	CCCc1nc2c3ccccc3ccn2c1Cc1cccc(Cl)c1	-3	0.8	1.7	-16	x	12*
54	COc1cc(C=O)cc(Br)c1OCC(N)=O	-1	-1.4	-0.3	2	-0.1	0.1
55	COc1ccc(/C=N/NC(=O)c2cnccn2)c(OC)c1OC	-2	-1.5	0.2	1	1.4	-1.8

item	hcDAF12 agonist	PG9 Ab binder	SMARCA2 act	DAX1 inh-2	ADAM10 inh
46	0.1	-1.8	1	0.9	12
47	-1.1	1.2	0	0.7	3
48	1.4	0.2	3	1.6	-1
49	-0.8	-0.9	-3	-1.2	-6
50	6.8*	0.4	4	0.6	4
51	0.2	1.2	-1	0.4	5
52	-3.8	-1.9	-3	-0.5	5
53	6.7*	0.9	4	x	-56
54	0.6	0.9	-1	-0.1	-3
55	-1.4	-0.2	7	1.9	8

# Three records drawn at random from those above:
item	mol	NPR1 activator	ssDAF12 agonist	DAX1 inh-1	ADAM17 inh	GAA850 FXN act	hgDAF-12 ag
52	CC(C)CNc1ncnc2c1cnn2Cc1ccccc1Cl	2	-1.3	-0.7	-3	-1.1	-4.1
48	C=CCNC(=O)CSc1nnc(-c2cccc(S(=O)(=O)N3CCOCC3)c2)o1	0	-0.9	0.2	-2	-1.0	5.6
46	CC(NO)C(C)(C)NO (configuration not stated)	4	-1.3	-0.4	1	-1.2	1.1

item	hcDAF12 agonist	PG9 Ab binder	SMARCA2 act	DAX1 inh-2	ADAM10 inh
52	-3.8	-1.9	-3	-0.5	5
48	1.4	0.2	3	1.6	-1
46	0.1	-1.8	1	0.9	12

# Rows were taken by chance. About 6.8% of those tested had a hit in this group.
